RBX1-CUL1 inh = inhibitors of human ROC1-CUL1 ubiquitin ligase activity; actives 0.6% (n = 140,000); inhibition, % at 10 µM; in vitro K48 di-Ub FRET, acceptor:donor ratio, 45 min; in the data active means inhibition above about 25%
Target sequence (P62877 whole entry, looked up): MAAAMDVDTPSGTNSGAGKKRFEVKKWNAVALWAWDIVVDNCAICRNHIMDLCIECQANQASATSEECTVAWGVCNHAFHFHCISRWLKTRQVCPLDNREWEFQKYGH
Target sequence (Q13616 whole entry, looked up): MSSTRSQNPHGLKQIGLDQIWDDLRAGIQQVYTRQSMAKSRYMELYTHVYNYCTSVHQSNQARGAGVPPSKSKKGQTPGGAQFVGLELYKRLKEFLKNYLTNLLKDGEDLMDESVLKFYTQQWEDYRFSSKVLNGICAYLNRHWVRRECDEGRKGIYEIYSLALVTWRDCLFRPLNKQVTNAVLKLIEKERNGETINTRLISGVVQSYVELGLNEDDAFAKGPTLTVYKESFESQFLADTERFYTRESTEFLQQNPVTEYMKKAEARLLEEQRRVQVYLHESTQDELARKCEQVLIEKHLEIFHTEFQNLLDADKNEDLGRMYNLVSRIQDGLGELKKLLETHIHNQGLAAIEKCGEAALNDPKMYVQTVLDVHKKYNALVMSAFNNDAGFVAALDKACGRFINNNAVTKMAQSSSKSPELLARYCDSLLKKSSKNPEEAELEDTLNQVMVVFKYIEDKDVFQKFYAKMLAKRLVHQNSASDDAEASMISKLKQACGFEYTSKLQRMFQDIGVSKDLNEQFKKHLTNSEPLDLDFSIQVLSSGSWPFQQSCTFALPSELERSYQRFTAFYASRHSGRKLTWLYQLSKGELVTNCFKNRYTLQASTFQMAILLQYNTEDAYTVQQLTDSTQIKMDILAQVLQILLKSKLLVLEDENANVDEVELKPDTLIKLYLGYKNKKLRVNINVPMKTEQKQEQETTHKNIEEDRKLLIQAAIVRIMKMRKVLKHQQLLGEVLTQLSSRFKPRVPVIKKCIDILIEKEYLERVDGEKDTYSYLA
Starred values were filed as active, the others as inactive.

SMILES | RBX1-CUL1 inh
CC(C)NC(=O)c1cccc2c1-c1ccccc1C2 | -6
CN1CCN(Cc2nc(N)nc(Nc3cccc(Cl)c3)n2)CC1 | 3
COC(=O)C1C2CCC(C2)C1C(=O)OCC(=O)c1ccc(-c2ccccc2)cc1 (stereo unspecified) | 3
C=CCSc1nc2sc3c(c2c(=O)n1N)CCN(C(=O)OCC)C3 | 5
CCOC(=O)C1CCCN(c2nc3c(S(=O)(=O)c4ccc(CC)cc4)nnn3c3ccsc23)C1 (stereo unspecified) | 7
CCc1noc(C)c1C(=O)N1CCCC(C(=O)c2ccc3c(c2)OCO3)C1 (stereo unspecified) | -3
CCN(CC)c1ccc(CN(C(=O)c2cc(=O)c3ccccc3o2)C2CCS(=O)(=O)C2)cc1 (stereo unspecified) | -5
CC(C)(CO)NC(=O)CC(c1ccccc1)c1cccc(Cl)c1 (stereo unspecified) | -1
CCOC(=O)c1c(NC(=O)CN(CC)CC)sc2c1CCC/C2=N\O | -5
O=C(O)CSC1=NC(=Nc2ccc(Cl)cc2)C2(CCCCC2)N1c1cccc(C(=O)O)c1 | -1
O=C1c2cccc3c([N+](=O)[O-])ccc(c23)C(=O)N1c1cccc(C(F)(F)F)c1 | 10
O=c1cc(CN2CCN(S(=O)(=O)c3ccc(Cl)cc3)CC2)nc2sc(-c3ccccc3F)nn12 | 1
COC(C(=O)Nc1ccnn1C1CCN(C(=O)c2ccoc2)CC1)c1ccccc1 (stereo unspecified) | -4
CNC(=O)c1ccc(F)c(S(=O)(=O)N2CCOCC2)c1 | 1
CCOC(=O)c1ccc(NC(=O)Nc2cccc(OCc3cc(=O)n4ccc(C)cc4n3)c2)cc1 | -7

Continued; it opens with the two that closed the last part.
SMILES | RBX1-CUL1 inh
CNC(=O)c1ccc(F)c(S(=O)(=O)N2CCOCC2)c1 | 1
CCOC(=O)c1ccc(NC(=O)Nc2cccc(OCc3cc(=O)n4ccc(C)cc4n3)c2)cc1 | -7
COc1ccc(CNC(=O)Cn2c(=O)ccc3cc(S(=O)(=O)N4CCCC4)ccc32)cc1 | -1
COc1ccc(NC(=O)Cc2coc3ccc4ccccc4c23)cc1 | 4
Cc1cc(/C=C2\SC(=O)N(Cc3ccc(F)cc3)C2=O)c(C)n1-c1ccc2c(c1)OCO2 | 1
Cc1csc(NC(=O)C(F)(F)F)n1 | 6
COc1cccc(C(=O)NC2(C(F)(F)F)C(=O)N=C3C2C(=O)NC(=O)N3c2ccc(C)cc2)c1 (stereo unspecified) | -7
Cn1c(CSCc2ccccc2)n[nH]c1=S | -4
CN(C)CCCC(C)(O)C(Cc1ccccc1)c1ccccc1 (stereo unspecified) | 11
Nc1ccc(S(=O)(=O)Nc2nc3ccccc3o2)cc1 | -4
CCc1cccc(NC(=O)C(Cc2ccccc2)NS(=O)(=O)c2ccc3c(c2)oc(=O)n3C)c1 (stereo unspecified) | 9
CC(=O)c1sc2nc(-c3ccccc3)cn2c1C | -5
CCOC(=O)N1CCN(CCSC)CC1 | -11
O=C1CC2(CCCC2)Oc2c1sc1ccccc21 | -4
COc1ccc2oc(-c3ccc(C)c(NC(=O)c4sc5ccccc5c4Cl)c3)nc2c1 | -6
O=C(c1ccc2c(c1)OCCO2)N1CCN(c2ccc(Cl)cc2)CC1 | -7
CCc1[nH]nc2c1C(c1cc(OC)ccc1OC)C(C#N)C(=N)O2 (stereo unspecified) | -5
CC1CCCC(C(=O)O)N1 (stereo unspecified) | -2
COc1ccc(NC(=O)c2sc3nc4c(c(-c5ccc(OC)cc5)c3c2N)C(=O)CC(C)(C)C4)cc1 | 10
COc1ccc(OCCCCn2c(-c3ccc(Cl)cc3)nc3ccccc3c2=O)cc1 | 5
CCCOc1ccc(-c2c(C#N)c(N)n3c(nc4ccccc43)c2C#N)cc1OC | 7
O=C(c1ccccc1F)N1CCC(C(=O)N2CCOCC2)CC1 | -9
O=C(Cc1ccc(NC(=O)N2CCCCc3ccccc32)cc1)Nc1ccccc1Br | 13
Cc1ccc(C)c(N2CCN(C(=O)c3cn(CC(C)C)c(=O)c4c3c3ccccc3n4C)CC2)c1 | 4
CCOc1ccc(C2N3CC4(C(C)C)CN2CC(C(C)C)(C3)C4=O)cc1OC (stereo unspecified) | 7
CCOC(=O)c1c(NC(=O)CCC(=O)Nc2sc3c(c2C(=O)OCC)CCC3)sc2c1CCC2 | -2
O=C(NNC(=O)c1cccc(I)c1)c1ccc(-c2ccccc2)cc1 | -4
Oc1ccccc1-c1cc(-c2ccccc2)nc(N/N=C/c2cccnc2)n1 | -3
O=C(c1ccc(F)cc1)N1CCCCC(Sc2ncnc3sc4c(c23)CCC4)C1=O (stereo unspecified) | -3
COc1ccccc1-c1nnc2sc(-c3cnccn3)nn12 | 4
COc1ccc(-n2c(-c3ccccc3F)nc3c(cnn3-c3ccc(C)cc3)c2=O)cc1 | 3
C/C(=N/NC(=O)c1ccc(Br)o1)c1ccc(NC(=O)c2ccccc2Cl)cc1 | -3
Cc1ccc(OCC(=O)N(C)Cc2ccccc2)cc1 | 0
Cc1cccc(-c2noc(CN(C)C(=O)C(C)(C)C)n2)c1 | 10
C=CCN1C(=O)C(CC(=O)Nc2ccc(C)c(C)c2)SC1=Nc1ccc(Cl)cc1C(F)(F)F (stereo unspecified) | 9
O=C(Nc1cc(-c2nc3cc(Cl)ccc3o2)ccc1Cl)c1cc2ccccc2o1 | -3
Cc1cc(C)c(Nc2nn3c(=O)c4cc5c(cc4nc3s2)OCO5)c(C)c1 | -9
Cc1ccc(NC(=O)c2ccc(N3CCOCC3)cc2)cc1Cl | -8
CCC1CC(C#N)C1N1CCCCC1 (stereo unspecified) | -1
CCCCOc1cccc(C(=O)N(Cc2ccc(Br)o2)C2CCS(=O)(=O)C2)c1 (stereo unspecified) | -4
N#Cc1ccc(NC(=O)c2sc3nc4c(cc3c2N)CCCCCC4)cc1 | -4
CCC(Cn1nnc2ccccc2c1=O)NC(=O)Nc1cccc(C)c1C (stereo unspecified) | 1
COc1ccc(CCNC(=O)C2CCN(c3nc4ccccc4nc3C(F)(F)F)CC2)cc1OC | 1
O=C(O)C1C2C=CC(O2)C1C(=O)N1CCN(C(c2ccccc2)c2ccccc2)CC1 (stereo unspecified) | 0
Cc1ccc(Cn2c(=O)n(-c3ccccc3)c(=O)c3ccc(C(=O)NCc4ccco4)cc32)cc1 | -7
Cc1nn(-c2ccc(N3CCCC3)nn2)c(C)c1CCC(=O)N1CCN(c2ccc(F)cc2)CC1 | 3
O=c1c(-c2nc(-c3ccccc3)c(-c3ccccc3)[nH]2)coc2ccc(Cl)cc12 | 5
COc1ccccc1-c1nn2c(-c3ccccc3)nnc2s1 | -1
CCOc1ccc(NC(=O)c2oc3ccccc3c2NC(=O)Cc2cccc(C)c2)cc1 | -4
Cn1c(SCC(=O)N2CCCc3ccccc32)ncc(C(=O)Nc2ccc(Cl)cc2)c1=O | -9
CN(C)C(=O)CCSc1nc2cc(Cl)ccc2o1 | 6
Cc1cc(C)nc(SCC(=O)Nc2ccc(F)cc2F)n1 | -9
COc1ccc(NC(=O)c2ccc(Cn3cc(Br)cn3)cc2)cc1OC | 2
CC(OC(=O)NC(=O)c1ccc(Cl)cc1)C(C)OC(=O)NC(=O)c1ccc(Cl)cc1 (stereo unspecified) | 0
CCCCCC(=O)N(c1ccc(OCC)cc1)S(=O)(=O)c1ccc2c(c1)n(C)c(=O)n2C | 2
Cc1ccc(C)c(NS(=O)(=O)c2ccc(F)cc2)c1 | -3
O=C(c1ccncc1)N(c1ccc2oc3c(c2c1)CCCC3)S(=O)(=O)c1ccc(F)cc1 | 2
O=C(CSc1nnc(Cc2ccccc2)n1C1CCCCC1)Nc1cccc(O)c1 | 6
COc1cc(Cl)c(C)cc1NC(c1ccccc1)c1nnc(-c2ccccc2Cl)o1 (stereo unspecified) | -5
Nc1cc(Oc2ccccc2)cc(Oc2cccnc2)c1 | 12
Cc1ccc(-n2nnnc2-c2cnc(N3CCCC3)nc2C(F)(F)F)cc1 | 11
Cc1nc(N2CCC(C(=O)NCc3ccc(N4CCOCC4)cc3)CC2)nc2ccc(C(C)C)cc12 | 0

Additional entries follow.
SMILES | RBX1-CUL1 inh
Cc1ccc(NC(=O)c2c(C)oc3c2C2=NCCN2C=N3)cc1F | -1
Cc1c(C(F)(F)F)nc(-c2cccc(CN3CCN(C)C(=O)C3C)c2)[nH]c1=O (stereo unspecified) | -7
COc1ccc2c(c1)c1c(c(=O)n(-c3ccc(OC)c(OC)c3)c(=O)n1Cc1ccc(F)cc1)n2C | 5
COc1ccc(C2(C(=O)Nc3cccc(C(F)(F)F)c3)CCOCC2)cc1OC | 0
Cc1c(C(=O)Nc2cccc(C(F)(F)F)c2)sc2nc3n(c(=O)c12)CCC3 | 0
Cc1ccc(OCC(=O)N2CCC(C(Cc3ccccc3)N(C)C(=O)c3ccoc3C)CC2)cc1 (stereo unspecified) | -10
CCc1cccc(C)c1NC(=O)Cn1c(=O)n(-c2cccc(C)c2)c(=O)c2c1c1cc(C)ccc1n2C | 2
CCn1c(SCC(=O)Nc2cccc(F)c2C)nnc1-c1ccc(Cl)cc1 | 9
Cc1nn(-c2ccccc2)c(C)c1CNC(=O)COc1ccc(F)cc1F | 11
Fc1ccc(-c2[nH]ncc2-c2nnnn2-c2ccccc2)cc1 | 3
CCOC(=O)c1cc(-c2ccc(F)cc2)n(CC(=O)NC2CCCCC2)c1C | -2
CCOCc1nn2c(COc3ccc(F)cc3)nnc2s1 | -7
Cc1ccc(C(=O)n2nc(C)c(S(=O)(=O)N3CCOCC3)c2C)cc1C | 3
O=[N+]([O-])c1ccc(/C=N/n2c(-c3cccnc3)n[nH]c2=S)o1 | 11
COc1cccc(N2CCN(C3NS(=O)(=O)C(c4ccc(C)cc4)C3C)CC2)c1 (stereo unspecified) | 7
Cc1cc(-c2cc(C)c(C)s2)sc1C | 4
O=C(O)c1cccc(N=C2C(=O)N(c3ccc(Cl)cc3Cl)C(=O)C2Cl)c1 (stereo unspecified) | -7
Cc1ccc2c(c1)N(C(=O)CCC(=O)NCc1ccccc1F)CC(C)O2 (stereo unspecified) | 4
O=C(O)c1ccc(S(=O)(=O)c2ccc3c(c2)C(=O)N(c2ccc(OC(F)(F)F)cc2)C3=O)cc1 | 7
CCCOc1cccc(-c2cc(C(=O)N/N=C/c3ccc(OC)c(CSCc4ccco4)c3)c3ccccc3n2)c1 | -2
Cc1ccc(N2CCN(c3nc4ccc(C)cc4n4nnnc34)CC2)c(C)c1 | -12
COc1ccc(/C=C2/CCCC3=C2OC(=N)C(C#N)C3c2ccc(OC)cc2OC)c(OC)c1 (stereo unspecified) | -15
Cc1ccc(-c2nc(NC(=O)CSc3nc(C)nc4sc5c(c34)CCCC5)ns2)cc1 | 5
C/C(=N\n1c(C)nc2ccccc2c1=O)c1ccc(N)cc1 | 6
CCCc1nn2c(C)c(-c3ccccc3)nc2s1 | 22
O=C(COC(=O)c1ccc(NC(=O)c2ccco2)cc1)c1ccccc1 | 5
COc1ccccc1CC(=NC(=O)c1ccc(C)cc1)C(=O)Nc1ccccc1OC | -7
C=CCC(CC=C)(CNC(=O)C(=O)Nc1ccc(Br)cc1)c1ccc(OC)c(OC)c1 | 5
c1ccc(-c2nnnn2-c2ccncc2)cc1 | -3
CCc1nnc(NC(=O)C(C)c2cccc(C(=O)c3ccccc3)c2)s1 (stereo unspecified) | 6
CC(C)(C)c1ccc2c(c1)OC(NC(=O)Nc1ccc(I)cn1)(C(Cl)(Cl)Cl)O2 (stereo unspecified) | -11
O=C(C1CCN(Cc2ccco2)CC1)N1CCOC(Cc2ccccc2)C1 (stereo unspecified) | 3
O=C(NCc1ccc(Cl)c(Cl)c1)c1ccccc1Br | 4
O=C(c1cccnc1)N1CCN(c2ncccn2)CC1 | 7
COc1ccc(CN2C(=O)c3ccccc3C2C(=O)NC2CCCCCC2)c(OC)c1 (stereo unspecified) | 1
Cc1cccc(N2C(=O)/C(=C/c3cccn3-c3ccc(Cl)cc3)C(=O)NC2=S)c1C | -2
CC(=O)Oc1ccc(/C(C)=N/N2CCN(Cc3ccc(C)cc3)CC2)cc1 | 3
O=C(Nc1c(C(=O)N2CCN(c3ccccc3F)CC2)oc2ccccc12)c1ccco1 | -6
CCCN(CCC)CCCNC(=O)C1CCCN(S(=O)(=O)c2cccc3nsnc23)C1 (stereo unspecified) | -7
COC1=NC(Cl)C(C)=NC1=O (stereo unspecified) | 5
O=C(Cn1nnc(-c2ccccc2Cl)n1)N/N=C\c1ccc([N+](=O)[O-])cc1 | -8
O=C(Nc1ccc(Cl)c(Cl)c1)C1C2CCC3C(CCC21)C3(Cl)Cl (stereo unspecified) | 3

Of the compounds above, these have a thiophene ring, fused or not.
SMILES | RBX1-CUL1 inh
C=CCSc1nc2sc3c(c2c(=O)n1N)CCN(C(=O)OCC)C3 | 5
CCOC(=O)C1CCCN(c2nc3c(S(=O)(=O)c4ccc(CC)cc4)nnn3c3ccsc23)C1 (stereo unspecified) | 7
CCOC(=O)c1c(NC(=O)CN(CC)CC)sc2c1CCC/C2=N\O | -5
O=C1CC2(CCCC2)Oc2c1sc1ccccc21 | -4
COc1ccc2oc(-c3ccc(C)c(NC(=O)c4sc5ccccc5c4Cl)c3)nc2c1 | -6
COc1ccc(NC(=O)c2sc3nc4c(c(-c5ccc(OC)cc5)c3c2N)C(=O)CC(C)(C)C4)cc1 | 10
CCOC(=O)c1c(NC(=O)CCC(=O)Nc2sc3c(c2C(=O)OCC)CCC3)sc2c1CCC2 | -2
O=C(c1ccc(F)cc1)N1CCCCC(Sc2ncnc3sc4c(c23)CCC4)C1=O (stereo unspecified) | -3
N#Cc1ccc(NC(=O)c2sc3nc4c(cc3c2N)CCCCCC4)cc1 | -4
Cc1c(C(=O)Nc2cccc(C(F)(F)F)c2)sc2nc3n(c(=O)c12)CCC3 | 0
Cc1cc(-c2cc(C)c(C)s2)sc1C | 4
Cc1ccc(-c2nc(NC(=O)CSc3nc(C)nc4sc5c(c34)CCCC5)ns2)cc1 | 5

Not all compounds are listed (hit frequency here may not be typical).
